From PubChem
A-T KAP1 phos: candidate therapy for ataxia-telangiectasia. Potency, µM (titrated, usually from 57.5 µM), for the others: at the top dose activation, most hits filed as activators. […] A-T fibroblasts, KAP-1 phosphorylation AlphaLISA; neocarzinostatin DNA damage 30 min before lysis. 320,000 compounds, 0.19% hits. AID 485349; note: potency is the fitted concentration of half-maximal effect; % of control where 0% means no effect; nearly all actives have a fitted effect of over 45% in size
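hTERT-immortalized A-T patient fibroblasts ([…]), 500 cells/well in OPTI-MEM, 1% FBS, got compounds for 60 min, then NCS for 30 min at 37C. Lysates were then assayed for phospho-KAP-1 by AlphaLISA (anti-pKAP1 donor, anti-KAP1 acceptor beads), 6 hr at 25C.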
TSHR antagonist: antagonists of human thyroid stimulating hormone receptor; P16473; TSHR-expressing cells, TSH-stimulated cAMP HTRF, 2 h; hits give low values; activity change, negative = inhibition, % at 11.5 µM; 330,000 compounds, 0.2% hits;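 active = activity change below a set negative limit, meaning inhibition stronger than a set level, cut at about -70% in these data; inconclusive = activity change between two set negative limits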; note: % is set by controls: 0 for no effect and ±100 for the full control effect
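Read-out is FRET at 665 nm (cryptate excitation 337 nm) from a cryptate-tagged anti-cAMP antibody, competed by cell cAMP against cAMP-d2. Compounds are tested on freshly harvested TSHR cells challenged with 4nM TSH (EC80) for 2 hours at 37 deg C.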
TCR act: activates T cell receptor signaling | AID 504894 | Potency, µM (doses to about 9.22 µM), for inactives: at the top dose activation of IL-2 secretion, actives largely listed as activators | 330,000 tested, under 10 active | primary human leukocytes, anti-CD3, IL-2 HTRF, 48 h; note: % of control where 0% means no effect
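Primary human leukocytes incubated 48 hr with anti-CD3 beads plus compound, without co-stimulation. Secreted IL-2 measured by HTRF (europium cryptate/d2 anti-IL-2 pair, 320 nm excitation, 665 nm emission).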
ASM inhibitor: inhibitors of human secretory acid sphingomyelinase; P17405; placental ASM, HMU-PC fluorogenic substrate, 60 min; Potency, µM (series often up to 57.5 µM), inactives show top-dose activity change, negative = inhibition, hits mostly inhibitors; 340,000 compounds, 0.006% hits; AID 504937; note: potency is the fitted concentration of half-maximal effect
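Human placenta-derived ASM enzyme was preincubated with compound for 10 minutes at room temperature, then given fluorogenic substrate HMU-PC0 (9 uM final) for 60 minutes at 37 °C; a pH 10 stop preceded fluorescence reading at Ex 386/Em 447 nm.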
TSG101-PTAP inh: blocks PTAP/TSG101 interaction to inhibit HIV-1 budding; Potency, µM (top dose mostly 115 µM), for inactives: at the top dose activity change, negative = inhibition, actives largely listed as inhibitors; Q99816; AID 493005; Fluorescence polarization, FITC-PTAP peptide / Tsg101 binding; 340,000 tested, under 10 active; active = well fitted inhibition curve with a large enough effect in the main read-out, with a control signal flat, not every such curve was filed as active; inconclusive = small, poorly fitted or top-dose-only effect, or effect the other way, or a change in a side signal; inactive = no such curve, though single readings can be large or run the other way; note: potency is the fitted concentration of half-maximal effect; % of control where 0% means no effect
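Steps: Tsg101 binding domain dispensed (10 uM final), compounds pinned in DMSO, FITC-labeled PTAP-motif peptide added (50 nM final); after 20 min binding at room temperature, polarization measured.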
Mito fusion yeast: blocks mitochondrial division or promotes mitochondrial fusion. S. cerevisiae fusion-defective mutant growth rescue, CellTiterGlo 48 h. Potency, µM (series often up to 46.1 µM), inactives show top-dose growth rescue (activation), most hits filed as activators. 320,000 compounds, 0.23% hits. AID 485298;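 note: potency is the fitted concentration of half-maximal effect; % of control where 0% means no effect; nearly all actives have a fitted effect of over 45% in size; temperature-sensitive fusion mutants such as fzo1-1 at 37 °C on non-fermentable ethanol glycerol medium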
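Growth-rescue viability read-out: after 48 h at the non-permissive 37C in glycerol/ethanol YPEG, yeast mitochondrial fusion mutants are measured by CellTiterGlo luminescence; compounds (23 nl pinned per well) restoring growth score as division inhibitors or fusion activators.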
Menin-MLL TR inh: displaces Texas Red mutant MLL peptide from human menin. Menin + Texas Red MLL mutant peptide, fluorescence polarization. Potency, µM (series often up to 61.6 µM), without a hit: at the highest dose FP activity change, negative = inhibition, hits mostly inhibitors. 270,000 compounds, 0.23% hits. AID 1768; active = well fitted inhibition curve with a large enough effect in the polarisation, with a control signal flat, not every such curve was filed as active; inconclusive = small, poorly fitted or top-dose-only effect, or effect the other way, or a change in a side signal; inactive = no such curve, though single readings can be large or run the other way; the % refers to the polarisation; note: potency is the fitted concentration of half-maximal effect; % of control where 0% means no effect; many of its hits are not listed in these tables
Target sequence (O00255 whole entry, looked up): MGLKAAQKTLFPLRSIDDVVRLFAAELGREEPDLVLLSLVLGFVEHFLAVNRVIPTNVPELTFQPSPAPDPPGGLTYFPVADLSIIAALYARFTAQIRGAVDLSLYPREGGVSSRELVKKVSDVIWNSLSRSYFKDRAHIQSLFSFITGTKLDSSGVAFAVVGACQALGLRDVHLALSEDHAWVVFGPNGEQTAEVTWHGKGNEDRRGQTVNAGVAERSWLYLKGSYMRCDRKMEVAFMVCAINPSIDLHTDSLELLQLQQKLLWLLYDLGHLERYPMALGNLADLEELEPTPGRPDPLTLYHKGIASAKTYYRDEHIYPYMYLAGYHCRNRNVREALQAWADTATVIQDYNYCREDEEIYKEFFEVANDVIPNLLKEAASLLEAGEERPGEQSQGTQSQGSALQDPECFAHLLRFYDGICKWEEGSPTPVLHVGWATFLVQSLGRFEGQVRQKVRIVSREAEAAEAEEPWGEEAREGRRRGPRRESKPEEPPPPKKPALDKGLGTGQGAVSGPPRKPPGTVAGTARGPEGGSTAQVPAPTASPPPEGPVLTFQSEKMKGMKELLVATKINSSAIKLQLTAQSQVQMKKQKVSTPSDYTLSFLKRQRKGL
MBNL1 CUG block: inhibitors of human MBNL1 binding to CUG repeat RNA; 280,000 compounds, 0.036% hits; Q9NR56; TR-FRET MBNL1-His/biotin-(CUG)12 binding, 665/545 ratio; Potency, µM (titrated, usually from 57.5 µM), without a hit: top-dose activity change, negative = inhibition, usual class: inhibitors; active = well fitted inhibition curve with a large enough effect in the signal ratio, with a control signal flat, not every such curve was filed as active; inconclusive = small, poorly fitted or top-dose-only effect, or effect the other way, or a change in a side signal; inactive = no such curve, though single readings can be large or run the other way; the % refers to the signal ratio; note: potency is the fitted concentration of half-maximal effect; % is set by controls: 0 for no effect and ±100 for the full control effect
Target sequence (Q9NR56 whole entry, looked up): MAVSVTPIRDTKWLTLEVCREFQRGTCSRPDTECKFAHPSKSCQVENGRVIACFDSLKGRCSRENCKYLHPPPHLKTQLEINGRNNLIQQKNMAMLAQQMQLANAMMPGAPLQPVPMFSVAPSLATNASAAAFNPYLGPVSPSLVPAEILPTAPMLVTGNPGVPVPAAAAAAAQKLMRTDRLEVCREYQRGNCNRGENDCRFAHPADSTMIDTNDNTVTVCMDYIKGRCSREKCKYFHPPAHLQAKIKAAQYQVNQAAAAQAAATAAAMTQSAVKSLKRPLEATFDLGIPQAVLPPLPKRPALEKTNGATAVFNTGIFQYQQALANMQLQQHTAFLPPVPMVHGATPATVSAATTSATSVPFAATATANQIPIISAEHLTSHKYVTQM
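TR-FRET between His-tagged MBNL1 and biotin-(CUG)12 RNA, detected with Tb anti-His antibody (0.055 ng/ul) and streptavidin-XL665 (5 nM), 60 min at room temperature. Compounds titrated 92 nM to 58 uM; 665/545 nm ratio normalized to buffer and complex controls.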
CXXC DNA block: inhibitors of human MLL CXXC domain-DNA interaction. Q03164. MLL-CXXC / FITC-HOXA9 DNA fluorescence polarization. Potency, µM (series often up to 115 µM), without a hit: top-dose activity change, negative = inhibition, actives largely listed as inhibitors. 290,000 compounds, 0.037% hits. AID 2662; active = well fitted inhibition curve with a large enough effect in the polarisation, with a control signal flat, not every such curve was filed as active; inconclusive = small, poorly fitted or top-dose-only effect, or effect the other way, or a change in a side signal; inactive = no such curve, though single readings can be large or run the other way; the % refers to the polarisation; note: potency is the fitted concentration of half-maximal effect
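Purified MLL-CXXC (added from a 7 uM solution) was preincubated 5 min at ambient with pinned compounds in 50 mM Tris-HCl pH 7.5, 50 mM NaCl, 1 mM DTT, 0.05% BSA. Fluorescein-labeled HOX-A9 DNA (50 nM solution) followed, 30 min, then polarization read.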
a7 integrin act: activators of alpha7 integrin expression for muscular dystrophy; alpha7betagal myoblasts, beta-gal FDG fluorescence, 48 h; Potency, µM (highest dose often 38.3 µM), inactives show top-dose activation, most hits filed as activators; 350,000 compounds, 0.064% hits;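 note: potency is the fitted concentration of half-maximal effect; 100% = response of the positive control SU9516; nearly all actives have a fitted effect of over 60% in size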
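Alpha7betagal+/- myoblasts (passage 13) were plated 16-24 hr, then exposed to compounds (1:260 dilution of DMSO stock) for 48 hours at 37C. After MPER lysis, β-galactosidase reporter activity was read as FDG fluorescence (ex 480/em 540) after 30 minutes.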
Numbers without * were called inactive; i = inactive; ? = inconclusive; · = no result given; [ ] = dose if it differs, or a comment. Unless noted, calls come from the whole dose curve; as a rule, active = well fitted curve in the direction sought with a large enough effect; inconclusive = small, poorly fitted or top-dose-only effect, or another doubt; inactive = no such curve, though single readings can be large; an effect the other way counts as inactive or inconclusive. The list is partial (hit frequency here may not be typical).

SMILES	A-T KAP1 phos	TSHR antagonist	TCR act	ASM inhibitor	TSG101-PTAP inh	Mito fusion yeast	Menin-MLL TR inh	MBNL1 CUG block	CXXC DNA block	a7 integrin act
O=C(NC1CCCc2ccccc21)C1CCC(CNc2c(N3CCOCC3)c(=O)c2=O)CC1 (stereo not drawn)	3%	8	0%[46.1 µM]	0%	-2%	-2%	8%	2%	21%	-5%
COc1cc(NC(=O)c2cccs2)c(C(=O)OCC(=O)NC(=O)NCc2ccccc2)cc1OC	·	15	-22%	-19%	3%	4%	6%	217%[activator]	7%	-14%
Cc1cc(Cl)ccc1NC(=S)NCCc1ccc(Cl)cc1	-1%	-5	7%	0%	-8%	-21%	28%	-1%	3%	22%
O=C1OC2(CCCCC2)CC2=C1C1O[C@](c3ccsc3)(Cc3ccccc31)O2	-1%[11.5 µM]	·	·	·	·	-3%[9.22 µM]	0%[11.7 µM]	-2%[11.5 µM]	21%[23 µM]	·
O=C(NCCOC(=O)c1ccc([N+](=O)[O-])cc1)c1cccnc1	-1%	0	-3%	3%	-2%	15%	7%	?	-1%	-8%
Cc1cc(OCC(=O)N2CCC(C(=O)O)CC2)c2c(C)c(C)c(=O)oc2c1	2%	3	-8%	6%	1%	1%	1%	0%	-11%	0%
CC(C)Nc1ncnc2[nH]ncc12	·	·	-2%	-1%	-5%	·	·	·	·	13%
CCN(C(=O)c1ccc2c(=O)n3c(nc2c1)CCCCC3)c1ccccc1C	7%	2	2%	3%	-9%	1%	·	-3%	-8%	-8%
Clc1ccc(-c2ccc(/C=N/Nc3nncc(-c4ccccc4)n3)o2)cc1	6%	7	-33%	-9%	-1%	2%	22%	1%	25%	-12%
Cn1c2c(c(=O)n(C)c1=O)C1c3ccccc3OCC1C(C)(C)O2 (stereo not drawn)	0%	19	3%[46.1 µM]	1%	-1%	6%	-4%	-2%	-5%	-42%
O=[n+]1cc(-c2ccc(Cl)cc2)n([O-])c2c1CCCCC2	3%	5	-9%[46.1 µM]	4%	-2%	-8%	-7%	7%	1%	-5%
Cc1cc(C)cc(OCC(=O)OCC(=O)N(C)CC(=O)Nc2ccc(F)cc2)c1	-6%	5	-22%	-1%	-2%	-13%	·	·	·	-21%
COc1cc(OC)cc(N(C(=O)CNC(=O)c2ccco2)C(C(=O)NCC2CCCO2)c2ccccc2)c1 (stereo not drawn)	1%	3	6%	4%	1%	4%	-6%	-3%	0%	17%
CCCOCCOC(=O)C1=C(C)NC(=O)NC1c1cc(Cl)c(O)c(OC)c1 (stereo not drawn)	2%	3	1%	0%	-6%	4%	5%	-9%	0%	-16%
CCc1ccccc1N(CC(=O)N1CCCCCC1)S(C)(=O)=O	7%	-3	-1%	0%	-7%	-1%	-5%	1%	-7%	19%
O=C(Cn1ncc(Cl)c(Cl)c1=O)NC1CCCCC1	-3%	27	-8%	2%	-6%	-10%	·	·	·	-44%
CCOC(=O)c1ccc2c(c1)[n+](CC)c(C)n2-c1ccccc1	1%	-4	-4%	3%	-2%	0%	13%	-6%	2%	15%
CN(C(=O)COC(=O)C1CCN(S(=O)(=O)c2c(Cl)cccc2Cl)CC1)C1CCCCC1	-2%	-20	1%	0%	0%	4%	·	·	·	21%
CN(C)CCOc1ccccc1-c1ccccc1	0%	28	0%	3%	-3%	-6%	-15%	2%	-7%	29%
Cc1ccc(NS(=O)(=O)c2ccccc2Cl)c2c1CC(C)(C)O2	3%	-2	4%	-3%	-4%	13%	-12%	-3%	6%	-22%
CCCCOc1ccc(C(=O)NCCc2ccccc2)cc1	-3%	-11	·	-3%	-6%	2%	?	1%	-1%	0%
CC(OC(=O)C1CCCC1)C(=O)Nc1ncc(Cl)cc1Cl (stereo not drawn)	11%	-1	10%	9%	-1%	-1%	·	·	·	?
CCN(C(=O)COC(=O)c1nc(Cl)ccc1Cl)c1c(N)n(Cc2ccccc2)c(=O)[nH]c1=O	·	·	-2%	3%	1%	·	·	·	·	?
CC(C)(C)C(=O)Nc1ccccc1C(=O)NCCCn1ccnc1	1%	-1	-3%	2%	-1%	-10%	1%	-7%	0%	-5%
CC1CCCCN1C(=O)Cn1cnc2c1c(=O)n(C)c(=O)n2C (stereo not drawn)	4%	-4	2%	1%	1%	-2%	-8%	-2%	2%	2%

Following part
SMILES	A-T KAP1 phos	TSHR antagonist	TCR act	ASM inhibitor	TSG101-PTAP inh	Mito fusion yeast	Menin-MLL TR inh	MBNL1 CUG block	CXXC DNA block	a7 integrin act
CCOC(=O)c1ccc(NC(=O)COc2ccc(CNCCO)cc2OCC)cc1	-1%	2	-63%	0%	1%	-1%	-13%	-4%	-19%	-54%[inhibitor]
COC(=O)c1cccc(NC(=O)c2ccc(OC)c(Cl)c2)c1	4%	-10	6%	-5%	-1%	-2%	?	-5%	8%	12%
O=C(Cn1c(=O)oc2ccc(Cl)cc21)NC1CCCCC1	2%	3	-7%	3%	-2%	-2%	·	-3%	?	3%
CCN1CCN(C(=O)C(=O)c2cn(CC(=O)N3CCCC3)c3ccccc23)CC1	-13%	-7	2%	3%	-7%	0%	·	-1%	-6%	1%
CC(C)CC(=O)Nc1ccc(N2CCOCC2)cc1	-5%	7	-34%	2%	-7%	2%	19%	-3%	7%	15%
C/C(Cc1ccccc1)=N/NC(=O)CCCC(=O)N/N=C(/C)Cc1ccccc1	0%	0	-8%	2%	-5%	-5%	-1%	-8%	0%	-18%
NCc1cc2c3c(c1)CCCN3CCC2	2%	-6	4%	1%	-5%	2%	-8%	-23%	?	1%
N#CC1=C(N)Oc2cc3c(cc2C1c1ccc(Cl)cc1)OCO3 (stereo not drawn)	2%	-17	0%	-1%	-5%	17%	36%[activator]	8%	8%	0%
Cc1ccc2nc(SCc3nc4cc(Cl)ccc4c(=O)[nH]3)[nH]c2c1	-2%	-6	-11%	2%	1%	-2%	?	·	0%	7%
COc1ccc(CCNC(=O)C(=O)NCc2cccs2)cc1OC	4%	-31	-5%	1%	-6%	7%	-15%	-13%	-7%	-1%
CCc1ccccc1NC(=O)CSC1=C(C#N)C(c2ccc(O)c(OC)c2)C2=C(CCCC2=O)N1 (stereo not drawn)	2%	·	-8%	2%	-7%	-1%	?	15%	7%	-6%
O=C(NCCO)/C(=C\c1ccc2c(c1)OCO2)NC(=O)c1ccc(Br)cc1	-4%	4	-2%[46.1 µM]	7%	-1%	-3%	7%	·	5%	13%
COc1cccc(CN(C)CC(O)COC(c2ccccc2)c2ccccc2C)c1 (stereo not drawn)	8%	-5	-6%	-4%	-4%	-24%	?	-2%	-5%	-75%[inhibitor]
COc1cccc(/C=C/c2ccc3cccc(O)c3n2)c1	21%	-2	-3%	1%	-1%	4%	?	25%	5%	-30%
CCc1ccc(S(=O)(=O)Nc2ccc(C)c(NS(C)(=O)=O)c2)cc1	8%	8	-7%	-1%	1%	1%	·	-13%	-1%	-8%
O=C(CSc1nc2c(sc3ccccc32)c(=O)n1CCO)NCC1CCCO1 (stereo not drawn)	4%	1	3%	1%	-3%	1%	-4%	-11%	-3%	-15%
CC(N)C12CC3CC(CC(O)(C3)C1)C2 (stereo not drawn)	·	-15	2%	3%	-1%	7%	-10%	-7%	10%	-1%
N#Cc1c(SCC(=O)OCc2ccccc2)nsc1SCC(=O)OCc1ccccc1	2%	4	1%	-2%	-8%	0%	-5%	0%	20%	-37%
CCC1CCCCN1CCCNC(=O)c1nn(C)c2c1CS(=O)(=O)c1ccccc1-2 (stereo not drawn)	4%	3	-7%	0%	-7%	-6%	·	3%	3%	6%
CC(C)(C)c1ccccc1N=Cc1ccc2ccccc2n1	6%	20	12%	-5%	-2%	1%	4%	-9%	3%	-15%
O=C1c2ccccc2NC(c2cccc(F)c2)N1Cc1ccco1 (stereo not drawn)	-2%	-14	2%	83%[activator]	-8%	-1%	9%	?	8%	13%
Cc1cc(=O)oc2cc(OC(=O)c3cncc(Br)c3)ccc12	-6%	3	1%	i	-1%	1%	-18%	-4%	-10%	0%
O=C(CN1C(=O)NC2(CCCCCCC2)C1=O)NC1CCCc2ccccc21 (stereo not drawn)	3%	12	2%[46.1 µM]	4%	-2%	-2%	-4%	1%	-3%	?
